Source: PubChem (several laboratories)
PREPL inh = PREPL enzyme inhibitors, primary screen, biochemical, fluorescence polarization. Prolyl endopeptidase-like (Homo sapiens), Q4J6C6. recombinant PREPL, fluorescence polarization activity-based probe. inhibition, % at 5.96 µM. 0.68% of 320,000 active; in the data active = inhibition above about 43%;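 also: 0% = enzyme with DMSO and 100% = wells lacking enzyme; many of its hits are not listed in these tables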
JMJD2C inh = inhibitors of GASC-1 histone demethylase, primary screen, biochemical, fluorescence, DELFIA europium. Lysine-specific demethylase 4C (Homo sapiens), Q9H3R0. GST-JMJD2C(1-420) H3K9me3 demethylation. inhibition, % at 2.35 µM. 0.069% of 330,000 active;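 active = more than half of a compound's replicate wells show inhibition beyond 50%, single wells judged on their own value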;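 also: signal counts dimethyl H3K9 product captured on neutravidin plate; 0% = median of DMSO wells and 100% = 0.3 times that DMSO median; strong numbers were not always called active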
HCV core dimer = inhibitors of HCV core protein dimerization, primary screen, biochemical, TR-FRET, high-throughput | inhibition, % at 5 µM | 0.33% of 300,000 active | AID 1899, 2009 | TR-FRET GST/Flag-core106 dimerization, 1536-well;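 active = inhibition above the mean of all tested compounds plus 3 SD, set per screening campaign, cut at about 45% in these data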
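Test system: GST/Flag-tagged HCV core106 proteins; Medium: KF-containing HEPES buffer, pH 7.45, DTT, CHAPS, BSA; Times: compound-protein-antibody incubation 4 h at 22.5 °C; Detection: TR-FRET 671 and 617 nm emission; Benchmarks: wells lacking GST-core106 and wells with excess unlabelled core106.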
LYPLA2 counter = LYPLA2 inhibitors, primary screen, counter-screen for PME1 inhibitor project, biochemical, fluorescence polarization, FP-Rh probe ABPP; Acyl-protein thioesterase 2 (Homo sapiens), O95372; recombinant LYPLA2; inhibition, % at 5.9 µM; 0.38% of 320,000 active; AID 2177, 2009;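 active = inhibition above the screen-wide mean plus 3 SD, limit set per campaign, cut at about 26% in these data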;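 also: 0% = LYPLA2 with DMSO and 100% = wells lacking LYPLA2 enzyme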
Target sequence (O95372 whole entry, looked up): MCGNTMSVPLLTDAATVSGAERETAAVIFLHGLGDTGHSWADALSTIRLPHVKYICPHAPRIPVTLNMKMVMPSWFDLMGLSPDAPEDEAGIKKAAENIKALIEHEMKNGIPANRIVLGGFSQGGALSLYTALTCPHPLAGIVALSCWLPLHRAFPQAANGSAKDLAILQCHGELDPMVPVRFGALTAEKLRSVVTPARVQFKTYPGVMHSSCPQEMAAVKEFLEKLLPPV
Efflux pump inh = inhibitors of Candida efflux pumps in yeast, primary screen, S. cerevisiae, Nile Red, multiplex; 0.44% of 330,000 active; S. cerevisiae Candida pump triplex; inhibition, % at 10 µM;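 active = plate passing quality check with inhibition over a set limit, or well fluorescence over plate mean plus 4 SD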;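 also: Nile Red retained in pooled yeast measured as flow cytometry median fluorescence; 0% = buffer negative control and 100% = Enniatin B positive control; higher means more Nile Red kept so more efflux inhibition; some compounds called inactive have numbers as strong as hits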
PP1 inh = PP1-alpha phosphatase inhibitors, primary screen, counter-screen for PP5 inhibitor project, biochemical, fluorescence, OMFP substrate, single point; purified PP1alpha; 0.9% of 320,000 active; Serine/threonine-protein phosphatase PP1-alpha catalytic subunit (Homo sapiens), P62136; inhibition, % at 6.7 µM;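 active = inhibition above the mean inhibition of all tested compounds plus 3 SD, computed separately for each screening campaign, cut at about 15% in these data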
Target sequence (P62136 whole entry, looked up): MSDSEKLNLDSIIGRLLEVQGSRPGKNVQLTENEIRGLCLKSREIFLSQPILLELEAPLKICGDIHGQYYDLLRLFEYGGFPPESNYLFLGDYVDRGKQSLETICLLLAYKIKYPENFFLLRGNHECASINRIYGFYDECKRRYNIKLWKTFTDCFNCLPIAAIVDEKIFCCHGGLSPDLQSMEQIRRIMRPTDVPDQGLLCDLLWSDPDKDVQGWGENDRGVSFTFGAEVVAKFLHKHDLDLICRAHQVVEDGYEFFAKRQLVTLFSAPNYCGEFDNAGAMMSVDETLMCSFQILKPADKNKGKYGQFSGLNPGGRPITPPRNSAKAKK
PP5 primary = PP5 phosphatase inhibitors, primary screen, biochemical, fluorescence; Serine/threonine-protein phosphatase 5 (Homo sapiens), P53041; purified PP5c, OMFP substrate fluorescence; inhibition, % at 6.7 µM; 0.18% of 320,000 active; AID 1987, 2009;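 active = inhibition above the campaign's mean inhibition across all tested compounds plus 3 SD, cut at about 9.5% in these data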;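 also: 0% = DMSO only and 100% = 100 µM cantharidin control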
Target sequence (P53041 whole entry, looked up): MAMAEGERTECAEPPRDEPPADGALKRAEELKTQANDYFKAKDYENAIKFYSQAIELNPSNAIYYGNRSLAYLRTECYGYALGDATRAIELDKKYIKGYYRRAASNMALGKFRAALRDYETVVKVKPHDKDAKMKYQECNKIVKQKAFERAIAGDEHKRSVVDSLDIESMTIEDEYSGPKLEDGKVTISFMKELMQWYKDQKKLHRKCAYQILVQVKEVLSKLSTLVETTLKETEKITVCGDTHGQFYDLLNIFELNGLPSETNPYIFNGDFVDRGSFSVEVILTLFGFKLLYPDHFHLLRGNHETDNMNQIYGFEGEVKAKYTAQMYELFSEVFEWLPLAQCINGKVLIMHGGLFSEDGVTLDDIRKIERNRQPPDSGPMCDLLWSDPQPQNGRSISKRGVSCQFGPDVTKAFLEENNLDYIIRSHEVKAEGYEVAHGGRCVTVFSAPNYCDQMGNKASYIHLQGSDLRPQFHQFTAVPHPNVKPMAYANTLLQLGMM
TPT1 inhibitor = Candida albicans TPT1 enzyme inhibitors, primary screen, biochemical, fluorescence polarization | recombinant caTPT1, FP RNA substrate dephosphorylation | inhibition, % at 5 µM | 0.81% of 300,000 active | AID 1962, 2009;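 active = inhibition above the mean of all tested compounds plus 3 SD, set per screening campaign, cut at about 24% in these data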;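 also: plate controls were DMSO alone for no effect and ferristatin control at 100 nM for full effect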
CTSL1 counter = Fasciola hepatica cathepsin L1 inhibitors, primary screen, counter-screen for PFM18AAP inhibitor project, biochemical, QFRET, fluorogenic peptide substrate | recombinant F. hepatica cathepsin L1, Z-Leu-Arg-MCA fluorescence | inhibition, % at 5.96 µM | 0.49% of 300,000 active | AID 1906, 2009;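 active = inhibition above the mean of all tested compounds plus 3 SD, set per screening campaign, cut at about 17% in these data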;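 also: 0% = plate median of test compound wells and 100% = 1 µM Z-Phe-Ala-diazomethylketone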
An asterisk follows results filed as active; / = not tested or not shown.

SMILES	PREPL inh	JMJD2C inh	HCV core dimer	LYPLA2 counter	Efflux pump inh	PP1 inh	PP5 primary	TPT1 inhibitor	CTSL1 counter
COc1cc(CC2COC(=O)C2(O)Cc2ccc(O)c(OC)c2)ccc1O (stereo not given)	5	-22	1	1	0.2	-1	3.8	1	-2
COc1cccc(C2CC(c3cccs3)=NN2C(=O)CSc2nc3ccccc3o2)c1OC (stereo not given)	3	5	8	0	-0.1	1	3.4	-5	11
CC(C)Oc1ccccc1NC(=O)CSc1nccn1C	3	-20	3	2	-0.1	-1	-1.1	2	-2
CCCC1C(=O)N(Cc2ccccc2)C(=O)CC1C (stereo not given)	10	2	4	3	0.0	8	0.4	-5	7
Cc1ccc2sc(NNC(=O)c3cc(=O)c4ccccc4o3)nc2c1C	11	-2	-19	6	-0.2	7	1.5	12	-1
CCn1cc(C(=O)NCC(OC)OC)c(=O)c2cc(S(=O)(=O)N(C)C3CCCCC3)ccc21	-2	0	-2	7	-0.1	-4	0.0	1	-2
Brc1ccsc1-c1csc(-c2ccncc2)n1	3	-8	0	6	-0.1	3	1.4	-3	3
CC(C)Sc1nc2c([nH]c3ccccc32)c(=O)n1C	0	9	-4	-5	0.1	-2	4.2	4	0
Cc1cc(=O)oc2cc(OC(C)C(=O)NCC3CCC(C(=O)O)CC3)c(Cl)cc12 (stereo not given)	7	4	4	5	0.0	3	-0.2	2	5
CCCCOc1ccccc1NC(=O)C=C(C)C	10	4	0	4	0.1	-2	-0.3	1	2
COc1ccccc1NC(=O)C1CCN(S(=O)(=O)c2ccc3c(c2)NC(=O)C(C)S3)CC1 (stereo not given)	10	-18	8	4	-0.4	-3	2.9	6	3
Cc1nc(N2CCN(c3ccccn3)CC2)c2c(C)c(C(=O)Nc3c(F)cc(F)cc3Br)sc2n1	0	8	26	-5	0.6	6	3.3	4	1
O=C(CSc1nnc(-c2ccc3c(c2)OCCO3)o1)NC1CCCCC1	3	0	4	-6	0.3	-3	2.8	-1	0
CN(C)c1ccc(C=NCCc2ccc(S(N)(=O)=O)cc2)cc1	-3	11	0	0	0.0	-2	-1.1	-2	-1
CCN(CC)C(=O)C1CCCN(c2ccc([N+](=O)[O-])cc2/C=N/NC(=O)c2cccc([N+](=O)[O-])c2)C1 (stereo not given)	-1	2	2	6	0.2	-2	2.5	-2	3
CCc1cccc(NC2c3ccccc3C(=O)N2c2cccnc2)c1 (stereo not given)	-28	2	-2	-7	-0.1	-3	4.0	-2	-4
CCCCNC(=O)C(=O)c1ccccc1NC(C)=O	0	2	-6	-5	-0.2	0	-2.7	-4	1
CCOC(=O)Cc1csc(NC(=O)Nc2ccc(Cl)cc2)n1	12	7	0	10	0.1	0	5.1	-2	6
COc1cccc(Cn2cccc(NC(=O)Nc3ccc(C#N)cc3)c2=O)c1	5	182	-7	0	-0.1	-1	-5.0	0	1
CCN(CC)CCCN1C(=O)CSC1c1ccc([N+](=O)[O-])cc1 (stereo not given)	13	9	-6	1	0.1	-1	2.6	-3	4
Cc1ccc(C)c(OC(=O)c2cncc(Br)c2)c1	8	-1	-2	3	0.0	-2	0.6	-1	-2
Cc1ccc(S(=O)(=O)NCC(=O)OCC(=O)Nc2ncc(Cl)cc2Cl)cc1	-1	1	32	7	-0.1	0	3.4	-3	-15
CN1CCN(NC(=O)c2cc(S(=O)(=O)Nc3ccc(Cl)cc3)ccc2Cl)CC1	11	3	-3	9	-0.1	-2	-0.5	-3	2
Cc1cc(S(=O)(=O)Nc2cccc([N+](=O)[O-])c2)c(C)s1	-1	9	1	1	0.2	-1	0.2	-4	0
N#Cc1cc(-c2ccccc2)nnc1Oc1ccccc1	12	-4	13	4	-0.1	1	1.8	-3	2
Cc1cc(C(F)(F)F)c(C#N)c(N2CCOCC2)n1	8	1	-8	-3	-0.1	-2	-0.6	-6	3
Cc1ccc(Sc2ncccc2C(=O)NC2CCCCCC2)cc1C	9	12	-2	-1	-0.1	0	-0.7	0	2
O=[N+]([O-])c1ccc(S(=O)(=O)N/N=C/c2ccc3c(c2)OCO3)cc1	6	-12	-2	2	0.1	2	3.0	-2	-3
NC(=O)Nc1ccc(Nc2ccccc2)cc1	38	5	-19	-4	-0.1	-1	-0.4	-3	2
Cc1ccc(N(CC(=O)Nc2ccc(S(=O)(=O)N3CCOCC3)cc2)S(C)(=O)=O)cc1C	-12	-2	4	2	0.0	3	4.5	-1	2
CCOC(=O)c1nc2ccccc2c(=O)[nH]1	3	1	-1	-1	0.0	-5	-1.0	-1	4
CCN(C(=O)/C=C/c1ccccc1)C1CCCCC1	4	-4	0	-2	0.0	1	4.1	-1	2
COC(=O)c1ccc(NC(=O)C(=O)N2CCN(C(=S)Nc3ccc(OC)cc3)CC2)cc1	-8	8	-4	42*	0.1	3	1.8	-1	-3
Cc1ccccc1CC1S/C(=N/N=C/c2ccco2)NC1=O (stereo not given)	5	14	1	-3	0.2	1	1.9	0	1
CC1CCN(S(=O)(=O)c2ccc(Cl)cc2Br)CC1	-3	1	5	1	0.0	1	2.8	1	-4
CCCn1c(N)c(C(=O)CSc2nnc3n2CCCCC3)c(=O)[nH]c1=O	5	14	/	-4	0.0	-3	-2.9	/	/
O=C(NC(=S)Nc1ccc(Br)cc1)C1CCCCC1	5	3	-7	9	0.0	2	2.6	-3	-1
Cc1ccc(-c2csc(NC(=O)c3ccco3)n2)cc1C	-16	1	1	-13	0.3	2	5.5	0	3
CC(=O)Nc1ccc(NC(=O)C2CC(=O)N=C(N)S2)cc1 (stereo not given)	2	-2	6	1	0.1	-2	-2.7	-4	4
Cc1[nH]nc(SCC(=O)Nc2cccc(O)c2)c1[N+](=O)[O-]	0	28	-2	-5	0.1	0	0.2	1	0

Single entries from the entries so far.
Cc1cc(C(F)(F)F)c(C#N)c(N2CCOCC2)n1 – CTSL1 counter: 3
Cc1[nH]nc(SCC(=O)Nc2cccc(O)c2)c1[N+](=O)[O-] – TPT1 inhibitor: 1
N#Cc1cc(-c2ccccc2)nnc1Oc1ccccc1 – LYPLA2 counter: 4

Quoted at random: 2 compounds from above
SMILES	PREPL inh	JMJD2C inh	HCV core dimer	LYPLA2 counter	Efflux pump inh	PP1 inh	PP5 primary	TPT1 inhibitor	CTSL1 counter
COC(=O)c1ccc(NC(=O)C(=O)N2CCN(C(=S)Nc3ccc(OC)cc3)CC2)cc1	-8	8	-4	42*	0.1	3	1.8	-1	-3
CCCn1c(N)c(C(=O)CSc2nnc3n2CCCCC3)c(=O)[nH]c1=O	5	14	/	-4	0.0	-3	-2.9	/	/

Going on with the list:
SMILES	PREPL inh	JMJD2C inh	HCV core dimer	LYPLA2 counter	Efflux pump inh	PP1 inh	PP5 primary	TPT1 inhibitor	CTSL1 counter
Cc1ccc(C(=O)NCCCNC(=O)c2ccco2)cc1	14	6	-7	0	-0.1	-1	-0.5	-4	4
Cc1ccc(OCCC(=O)OCC(=O)Nc2ccc(N3CCOCC3)cc2)cc1	15	-6	-1	-1	0.1	-2	2.3	-2	-14
Cc1nnc(SCC(=O)NC2CCCC2)n1CCc1ccccc1	3	-2	12	-2	-0.2	0	1.0	-1	-2
Cc1cc(=O)oc2cc(OCC(=O)Nc3ccccc3C(=O)O)ccc12	-1	4	10	8	-0.1	0	-1.0	0	0
C/C(N)=C(/C#N)C(=O)CSc1nc(C2CCCCC2)n(-c2ccccc2)n1	2	-4	-2	-3	0.2	-3	3.7	-8	-1
CCCn1c(N)c(N(CCOC)C(=O)c2cccc(F)c2)c(=O)[nH]c1=O	-2	-31	5	-2	0.0	-6	-1.9	2	-2
CCN(CC)c1ccc(C(=O)OCC(=O)NC2CCCCC2C)cc1 (stereo not given)	1	2	6	-1	0.0	-7	-2.5	-2	4
Cc1c[n+]([O-])ccc1Oc1ccc([N+](=O)[O-])cc1	-4	13	5	-5	/	-3	-0.3	-3	-4
O=C(COC(=O)c1ccccn1)Nc1ccccc1OC(F)F	-2	-6	1	3	0.0	-2	-4.2	-3	-1
CCC(C(=O)Nc1ccccc1C(=O)N1CCCC1)N1C(=O)c2ccccc2C1=O (stereo not given)	-1	-7	-5	-5	-0.3	0	1.5	0	7
Cc1cc(C)cc(Nc2nc(-c3ccc(S(=O)(=O)N4CCCC4)cc3)cs2)c1	5	-19	8	-6	0.0	-5	4.3	1	-2
CC(C)NC(=O)c1ccccc1S(=O)(=O)c1ccccc1C#N	13	0	-3	4	-0.5	1	3.7	1	-5
CCOCc1nnc(NC(C)=O)s1	1	26	5	-5	0.0	2	2.6	-1	0
O=C(O)C1C2C=CC(C2)C1C(=O)NC1CCS(=O)(=O)C1 (stereo not given)	-7	-7	-5	4	0.1	-1	-1.3	-4	0
COc1ccc(/C=C2/SC(=S)N(CCC(=O)O)C2=O)cc1	30	4	-5	-2	0.2	1	3.9	4	-1
COc1cc(/C=N/NC(=O)c2nnn(-c3nonc3N)c2C(C)C)ccc1OCc1ccc(F)cc1	40	10	18	-47	0.0	4	7.1	-1	5
CCOc1ccc(CC(=O)Nc2ccc(S(=O)(=O)Nc3cc(C)on3)cc2)cc1OCC	6	0	7	10	0.0	-2	-1.8	1	0
O=C(CSc1nnc(-c2ccccc2F)n1C1CC1)NCc1ccco1	-1	2	/	6	-0.1	-3	-0.8	/	/
CCC(C)(C)NC(=O)C(c1cccnc1)N(C(=O)c1csnn1)c1ccccc1 (stereo not given)	-2	30	1	5	0.1	-1	0.0	-1	6
CCc1nnc(NC(=O)C2CCCO2)s1 (stereo not given)	-3	7	-1	-5	-0.1	-5	-1.7	-2	-6
CN(C)c1ccc(/C=N/N=C2/SC(CC(=O)O)C(=O)N2c2ccc(O)cc2)cc1 (stereo not given)	-3	-10	-11	0	0.4	-1	1.3	3	3
CNC(=O)C(=O)Nc1ccc2c(c1)N(S(=O)(=O)c1cccs1)CCC2	-3	-2	-2	-2	-0.1	0	-0.5	0	1
CCOC(=O)N1CCN(CC(=O)Nc2ccc(F)c(F)c2F)CC1	-6	32	1	5	0.0	1	-0.8	-2	5
O=C(O)c1cnn(-c2ccccc2)c1-n1cccc1	3	-2	4	-3	0.2	2	-2.5	1	4
CCCCn1c(-c2ccc(C(C)(C)C)cc2)nc2cc3[nH]c(=O)c(C(C)C)nc3cc21	25	2	19	-3	0.1	7	1.5	3	2
Cc1cccc(C(C)C)c1NC(=O)COC(=O)CN1C(=O)C2CC=CCC2C1=O (stereo not given)	-8	7	4	6	0.0	-2	-2.1	3	-1
COc1ccccc1Oc1nc([N+](=O)[O-])nn1CC(N)=O	11	2	-5	7	-0.1	-5	-0.8	1	2
CCOc1ccccc1NC(=O)c1nc(S(=O)(=O)Cc2cccc(C)c2)ncc1Cl	12	-9	-6	8	0.0	4	2.8	-6	3
CCn1c(=O)[nH]c2cc(Cl)c(Cl)cc21	6	/	-3	-4	0.1	-2	1.1	-2	-1
Cc1ccc(SCCC(=O)NCc2ccco2)cc1	-4	-25	2	3	0.0	-2	-0.7	-2	1
CC(/C=C\C=C\c1ccccc1)=N\NC(=O)c1cncc(Br)c1	-2	0	15	1	0.0	1	1.0	3	7

Only part of the results is shown; the hit share may differ from the screen's.
